NOD2 inhibition: NOD2 signaling inhibitors, cell-based, luminescence, uHTS, HEK293 (AID 1566). inhibition, % at 4 µM; hits with a dose series show EC50 in µM. HEK293 NOD2/NF-kB luciferase reporter, luminescence; higher % means a stronger effect. hit rate 0.63% among 290,000; also: many of its hits are not listed in these tables
TNAP activators: stimulation of alkaline phosphatase TNAP activity – biochemical, luminescent, no phosphate acceptor, uHTS, primary screen (AID 1001); hit rate 0.03% among 200,000; purified TNAP, luminescent activation assay, no phosphate acceptor; higher activation fold means a stronger effect; activation fold at 20 µM; hits with a dose series show EC50 in µM; in the data active = activation fold from about 3, or a potency from the dose series; inactive = the rest, 99 in 100 with activation fold below about 1.6; also: many of its hits are not listed in these tables
KOR beta-arrestin-1: kappa opioid receptor blockers – cell-based, luminescence, uHTS (AID 1778); KOR beta-arrestin recruitment, luminescence, antagonist mode; higher % means a stronger effect; one-dose inhibition, % at 10 µM; IC50 in µM for titrated hits; hit rate 0.091% among 290,000; also: strong numbers were not always called active
NOD1 inhibition: inhibition of NOD1-driven NF-kB reporter – cell-based, luminescence, uHTS, primary screen (AID 1578). NOD1-driven NF-kB luciferase reporter cells, luminescence; higher % means a stronger effect. one-dose inhibition, % at 4 µM; EC50 in µM for titrated hits. hit rate 1% among 290,000; in the data active = inhibition mostly above about 36%, no sharp cut-off; inactive = mostly below about 34%;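 also: HEK-293T reporter cells stimulated with the NOD1 agonist gamma-tri-DAP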
human PMI inhibition: MPI enzyme activity inhibition – biochemical, fluorescence intensity, coupled assay, primary screen (AID 1209). purified PMI enzyme, coupled fluorescence intensity; higher % means a stronger effect. inhibition, % at 20 µM, or IC50 in µM where a hit was titrated. hit rate 0.42% among 190,000;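 also: plate controls were DMSO vehicle for no effect and wells lacking substrate for full effect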
XIAP displacement: XIAP antagonists, biochemical, IAP family, fluorescence polarization (AID 1018); XIAP BIR domain, fluorescence polarization peptide displacement; higher % means a stronger effect; hit rate 0.007% among 200,000; displacement, % at 20 µM; hits with a dose series show IC50 in µM; in the data active = displacement above about 50%; also: a part of the inactive calls stands beside numbers as strong as those of hits
LYP phosphatase: PTPN22 lymphoid phosphatase activity blockers – biochemical, fluorescence intensity, uHTS (AID 1779); recombinant LYP phosphatase, fluorescence intensity; higher % means a stronger effect; one-dose inhibition, % at 11.5 µM; IC50 in µM for titrated hits; hit rate 0.054% among 290,000;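 also: plate controls were vehicle with enzyme for no effect and no enzyme for full effect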
KOR beta-arrestin-2: KOR agonists, beta-arrestin recruitment, primary screen, cell-based, luminescence, uHTS (AID 1777). KOR beta-arrestin recruitment, luminescence; higher % means a stronger effect. activation, % at 10 µM; hits with a dose series show EC50 in µM. hit rate 0.02% among 280,000; in the data active = activation above about 50%, passing the limit was not always enough; also: a part of the inactive calls stands beside numbers as strong as those of hits
PMI inhibition: human PMI inhibitors, high substrate, primary screen, biochemical, fluorescence intensity, high mannose 6-phosphate (AID 1220) | hit rate 0.66% among 190,000 | recombinant PMI enzyme, coupled fluorescence intensity; higher % means a stronger effect | one-dose inhibition, % at 20 µM; IC50 in µM for titrated hits
Numbers without * were called inactive; . = not tested or not shown; [ ] = dose if it differs, or a comment. Rule as the data show it, unless noted: active = inhibition above about 50%; inactive = the rest. The list is partial; count on the stated rates, not on these rows.

Each structure is followed by: NOD2 inhibition	TNAP activators	KOR beta-arrestin-1	NOD1 inhibition	human PMI inhibition	XIAP displacement	LYP phosphatase	KOR beta-arrestin-2	PMI inhibition
COc1ccc(Nc2nc3ccccc3nc2-n2nc(C)cc2C)cc1
 : 23%	1	-14%	-10%	1%	-6.8%	-7%	-3.6%	3%
CC(C)CN1CCN(Cc2nc3ccccc3s2)CC1CCO (stereo not given)
 : 10%	1.1	-1%	-35%	8%	-5.0%	-2%	-1.3%	6%
S=c1[nH]nc(C2CCCCC2)n1/N=C/c1ccccc1
 : 29%	.	-2%	-1%	.	.	-3%	-1.6%	.
COC(CNC(=O)c1cc(C)nn1-c1ccccc1)OC
 : 14%	1.1	-32%	6%	4%	-4.0%	-8%	-2.6%	6%
O=C(CSc1ccc(-c2ccc(Cl)cc2)nn1)N1CCCc2ccccc21
 : -11%	0.9	24%	16%	13%	-7.9%	0%	-2.7%	2%
c1ccc(Cc2nc3ccccc3o2)cc1
 : -13%	1	31%	1%	1%	-3.5%	-4%	-10%	3%
O=C(NCc1ccc(N2CCCC2=O)cc1)c1ccc(F)cc1
 : -2%	1.1	8%[20 µM]	-17%	0%	-1.7%	-10%	-2.7%	4%
CCCCN(C)CCC(=O)Nc1ccc(C)cc1
 : 3%	1.1	-15%	-26%	-18%	-7.4%	-6%	0.4%	-14%
CCOc1cc(C(c2c(C)[nH][nH]c2=O)c2c(C)[nH][nH]c2=O)ccc1OS(=O)(=O)c1ccccc1
 : 6%	0.8	-11%	0%	13%	-5.3%	-3%	-3.3%	12%
Cc1ccccc1NC(=O)Cc1nc(COC(=O)c2cc([N+](=O)[O-])ccc2N)cs1
 : 24%	.	3%	6%	.	.	0%	-0.1%	.
N#C/C(=C\c1ccc(O)cc1)C(=O)NCc1cccc(Cl)c1
 : -10%	.	-2%	-22%	.	.	5%	1.2%	.
CCNc1nc(OCCNC(C)=O)nc(N(C)C)n1
 : 15%	1.1	0%	9%	7%	-5.8%	-10%	-2.6%	8%
COC(=O)c1[nH]c2cc(OC)ccc2c1NC(=O)CCN1CCN(Cc2ccc3c(c2)OCO3)CC1
 : 9%	1.1	3%	-8%	6%	-5.0%	-8%	-2.2%	-2%
Cc1[nH]c2ccccc2c1NC(=O)CN1CCN(Cc2ccc3c(c2)OCO3)CC1
 : 8%	1.1	-2%	-3%	-4%	-5.1%	-8%	2.8%	-25%
CCOC(=O)c1c(NC(=O)CSc2nnc(-c3cccc(C)c3)n2CC)sc(C(C)=O)c1C
 : 23%	1	11%	8%	-6%	-6.3%	0%	-1.0%	13%
CCOC(=O)c1sc(N)nc1-c1ccccc1
 : 10%	1	18%	-24%	10%	0.0%	-1%	-0.5%	12%
COc1ccc(-c2csc(N(CCCN(C)C)C(=O)c3cc(OC)c(OC)c(OC)c3)n2)cc1
 : 15%	.	3%	-4%	.	.	-11%	4.9%	.
COc1ccc(OC)c(CNS(=O)(=O)c2cc(CN3C(=O)c4cccnc4C3=O)ccc2OC)c1
 : 4%	.	-15%	-16%	.	.	-10%	2.0%	.
O=C(NCc1ccc2c(c1)OCO2)c1cc(-c2cc(Cl)ccc2O)n[nH]1
 : -1%	.	3%	-3%	.	.	-6%	2.2%	.
Cc1ccccc1N1C(=O)C(Cl)=C(N2CCN(c3ccccc3)CC2)C1=O
 : 9%	1	-32%	-20%	27%	-17%	5%	1.2%	22%
Cc1oc(C(=O)O)cc1COc1cccc2ccccc12
 : 7%	.	-39%[20 µM]	-25%	.	.	-4%	-2.6%	.
COc1ccc(C(=O)C2CCCN(C(=O)c3cccs3)C2)cc1F (stereo not given)
 : 8%	1.1	-38%[20 µM]	-19%	-3%	-7.0%	-4%	.	-8%
O=C(NNC(=O)c1ncc(Cl)c(Cl)c1Cl)c1ccc(F)cc1
 : 12%	.	3%	-16%	.	.	-8%	3.8%	.
Cn1nnnc1SCC(=O)NC1CCCc2ccccc21 (stereo not given)
 : 14%	1.1	4%	-12%	2%	-2.1%	-5%	-4.9%	-5%
CCOc1ccccc1C(=O)Nc1cc(C)ccc1NC(=O)c1ccco1
 : 6%	.	4%	-2%	.	.	-13%	-5.2%	.
N#Cc1nc(-c2ccc(Cl)cc2)oc1NCCc1ccccn1
 : -28%	0.9	4%	-28%	7%	-1.8%	-4%	-0.9%	9%
Cc1cc(C)c2[nH]c(=O)c(C(c3nnnn3Cc3ccc4c(c3)OCO4)N3CCC(C)CC3)cc2c1 (stereo not given)
 : 18%	1	4%	-6%	2%	-7.5%	4%	3.8%	5%
CC(C(=O)N(C)C)N(C#N)c1nc(N(C)C)nc(N(C)C)n1 (stereo not given)
 : -9%	1	-20%	-12%	-4%	-1.1%	-11%	-1.3%	1%
O=c1c(-c2nnc(SCc3ccc(Cl)cc3)o2)cccn1Cc1ccccc1
 : 14%	1	2%	18%	13%	-5.0%	-17%	0.4%	2%
O=c1[nH]cnc2c1sc1nc(-c3ccccc3)c3c(c12)CCCC3
 : -1%	0.9	-2%	35%	3%	-4.7%	-2%	5.7%	-8%
COCCNC(=O)Cn1nc(Cc2ccncc2)c2ccccc2c1=O
 : 15%	.	20%	-7%	.	.	-6%	3.7%	.
O=C1N=c2ccccc2=C1c1sc(=S)n(NC(=O)c2ccccc2)c1O
 : -6%	.	4%	-12%	.	.	2%	-2.6%	.
COc1cc(C)ccc1OCc1cc(C(=O)N2CCC(c3ccc(F)cc3)C2)no1 (stereo not given)
 : -36%	.	6%	-47%	.	.	-9%	-1.0%	.
CN(C)S(=O)(=O)c1ccc(Cl)c(NC(=O)COC(=O)c2cc(-c3ccccc3)nc3ccccc23)c1
 : 12%	1.1	16%	-3%	10%	-0.6%	1%	6.1%	8%
O=C(CCC(=O)N1CCOc2ccc(Cl)cc21)N1CCN(c2ccccn2)CC1
 : -6%	.	8%[20 µM]	-14%	.	.	-11%	-3.9%	.
Cc1ccc(S(=O)(=O)c2nc(-c3ccco3)oc2N2CCC(C)CC2)cc1
 : 6%	.	-25%	-6%	.	.	0%	2.9%	.
Cc1ccc(NC(=O)c2csc3c2CCCC3)cc1
 : -90%	1.1	-1%	-12%	7%	-5.2%	-2%	0.9%	8%
Cc1ccc(S(=O)(=O)NCc2ccncc2)cc1C
 : 34%	1.1	-3%	46%	-7%	-4.1%	-9%	-3.9%	-13%
Cc1ccc(NC(=O)CCSc2nnc(Cc3ccccc3)o2)cc1
 : -2%	1.1	-4%	-34%	20%	-3.3%	0%	1.2%	-5%
Nc1ccccc1-c1ccccc1N
 : 6%	1	-16%[20 µM]	23%	12%	-13%	-12%	.	16%
Oc1ccc(Cl)cc1/C=C/c1ccc2cccc(O)c2n1
 : .	0.9	-2%[20 µM]	.	5%	-5.5%	8%	-1.5%	14%
COc1ccc(C)cc1NC(=O)CCNC(=O)Cn1ccc2ccccc2c1=O
 : 4%	.	-23%	-10%	.	.	-7%	-1.8%	.
O=C(CCc1ccccc1)Nc1ccc(NC(=O)C2CC2)nc1
 : 2%	1.1	-53%	-39%	8%	0.8%	-2%	1.1%	13%
O=C(Cc1c(F)cccc1Cl)Nc1ccc(S(=O)(=O)Nc2nccs2)cc1
 : -11%	.	6%	-28%	.	.	-2%	2.2%	.
COc1ccc2nc(NC(=O)C3CCCN(S(=O)(=O)c4cccs4)C3)sc2c1 (stereo not given)
 : 7%	1.1	24%	.	20%	2.7%	6%	14%	16%
Cc1cccc(N/C(N)=N/c2nc(CSc3ccc(Cl)cc3)cc(=O)[nH]2)c1
 : -16%	.	6%	0%	.	.	-8%	3.2%	.
O=C(c1cnc2sccn2c1=O)N1CCCc2ccccc21
 : 4%	1	-3%	13%	-2%	-1.5%	0%	5.1%	2%
CCCn1c(SCC(=O)N2c3ccccc3CC2C)nnc1-c1ccco1 (stereo not given)
 : 19%	1.1	-1%	-27%	5%	-2.3%	0%	-4.1%	0%
Cc1ccnc(N(C(=O)Nc2ccccc2)C2=NCC(C)(C)S2)c1
 : -45%	.	15%	1%	.	.	-6%	-1.7%	.
COc1ccc(CNC(=O)C/C(C)=N/NC(=O)COc2ccccc2)cc1
 : 6%	1.1	-6%[20 µM]	-6%	3%	-2.7%	-9%	0.3%	6%

Ordered by value in human PMI inhibition (rising): four of the compounds above.
Each structure is followed by: NOD2 inhibition	TNAP activators	KOR beta-arrestin-1	NOD1 inhibition	human PMI inhibition	XIAP displacement	LYP phosphatase	KOR beta-arrestin-2	PMI inhibition
O=C(c1cnc2sccn2c1=O)N1CCCc2ccccc21
 : 4%	1	-3%	13%	-2%	-1.5%	0%	5.1%	2%
Oc1ccc(Cl)cc1/C=C/c1ccc2cccc(O)c2n1
 : .	0.9	-2%[20 µM]	.	5%	-5.5%	8%	-1.5%	14%
O=C(CCc1ccccc1)Nc1ccc(NC(=O)C2CC2)nc1
 : 2%	1.1	-53%	-39%	8%	0.8%	-2%	1.1%	13%
COc1ccc2nc(NC(=O)C3CCCN(S(=O)(=O)c4cccs4)C3)sc2c1 (stereo not given)
 : 7%	1.1	24%	.	20%	2.7%	6%	14%	16%

(more compounds)
Each structure is followed by: NOD2 inhibition	TNAP activators	KOR beta-arrestin-1	NOD1 inhibition	human PMI inhibition	XIAP displacement	LYP phosphatase	KOR beta-arrestin-2	PMI inhibition
Cc1ccsc1/C=C1\SC(=S)N(CC2CCCO2)C1=O (stereo not given)
 : -44%	1	-29%[20 µM]	-39%	4%	-1.7%	0%	-9.6%	0%
COc1ccc(S(=O)(=O)NCC(=O)N(CC(=O)NC(C)(C)C)Cc2cccs2)cc1
 : -14%	1	-29%	-48%	110%*	-6.7%	-1%	3.7%	-5%
CC(C(=O)NN)c1ccc([N+](=O)[O-])cc1 (stereo not given)
 : -2%	1.1	-7%[20 µM]	-30%	-5%	-6.4%	1%	1.6%	2%
O=S(=O)(NC1=NCCC1)c1ccc(F)cc1
 : 16%	1.1	19%	6%	-2%	-4.2%	-8%	-2.1%	3%
COc1ccc(S(=O)(=O)N(C)CC(=O)Nc2cccc(C(C)=O)c2)cc1C
 : 11%	1.1	31%	-25%	12%	-5.1%	-4%	1.8%	8%
COc1ccc(C2=NS(=O)(=O)N(C)C(C(=O)NC3CCCC3)=C2)cc1OC
 : 22%	.	0%[20 µM]	-10%	.	.	-5%	0.8%	.
O=C(COc1ccc([N+](=O)[O-])cc1)N1CCc2ccccc2C1
 : 17%	.	-14%[20 µM]	8%	.	.	-8%	.	.
Cc1ccc(N(CC(=O)NCc2ccco2)C(=O)CCC(=O)Nc2nccs2)cc1C
 : -6%	.	-14%	-37%	.	.	-4%	0.5%	.
Cn1c(=O)c2c(n(C)c1=O)=NC1(CCCCC1)N=2
 : -19%	1.2	-41%	-6%	0%	-2.3%	-11%	-2.3%	-6%
O=C(CSc1cn[nH]n1)Nc1ccc(O)c(C(=O)O)c1
 : 20%	.	22%	27%	.	.	-11%	1.0%	.
O=C(C(=O)c1cccnc1)c1cccnc1
 : 1%	.	41%	-2%	.	.	-3%	1.0%	.
Cc1nc(SCC(=O)NC(=O)NC(C)(C)C)nc(C)c1C
 : 10%	.	22%	-6%	.	.	-7%	-3.3%	.
